CBFb RUNX1 block: CBF-beta/RUNX1 interaction disruption. AlphaScreen CBFb-His/RUNX1-biotin binding, biochemical. 230,000 tested, under 10 active. Q01196+Q13951. Potency, µM (highest dose often 59.8 µM), for inactives: top-dose activity, negative = inhibition, most hits filed as inhibitors; also: % of control where 0% means no effect
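Read-out: AlphaScreen. Format: His-CBF-beta with biotinylated RUNX1 (30 nM each) preincubated 20 min, compound 15 min, Ni-chelate plus streptavidin beads 90 min; room temperature throughout.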
IMPase Li cell: membrane-permeable IMPase blocker, potentiated with lithium. CHO-M1 cells, IP1 TR-FRET (IP-One), carbachol + lithium. Potency, µM (doses to about 59.4 µM), without a hit: at the top dose activity, negative = IMPase inhibition, most hits filed as inhibitors. hit rate 0.35% among 210,000;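 also: IP1 builds up when IMPase is blocked and the TR-FRET signal falls; potency is read from the fitted curve at half-maximal effect; plate controls were basal vehicle for no effect and high inhibitor control for full effect; nearly all actives have a fitted effect of over 50% in size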
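IP1 accumulation measured by competitive TR-FRET in lysed CHO-M1 cells after 30 min compound exposure at 37C, with a small lithium addition to potentiate weak responses. Hill-equation AC50 from ratio and donor-channel data.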
L3MBTL1 block: inhibitors of human L3MBTL1 | Q9Y468 | AlphaScreen L3MBTL1–H3K9me1 peptide binding | Potency, µM (titrated, usually from 57.1 µM), for the others: top-dose activity, negative = inhibition, hits mostly inhibitors | hit rate 0.66% among 230,000; also: potency is read from the fitted curve at half-maximal effect; % is scaled to controls: 0 for no effect and ±100 for the full control effect; nearly all actives have a fitted effect of over 60% in size
Target sequence (Q9Y468 whole entry, looked up): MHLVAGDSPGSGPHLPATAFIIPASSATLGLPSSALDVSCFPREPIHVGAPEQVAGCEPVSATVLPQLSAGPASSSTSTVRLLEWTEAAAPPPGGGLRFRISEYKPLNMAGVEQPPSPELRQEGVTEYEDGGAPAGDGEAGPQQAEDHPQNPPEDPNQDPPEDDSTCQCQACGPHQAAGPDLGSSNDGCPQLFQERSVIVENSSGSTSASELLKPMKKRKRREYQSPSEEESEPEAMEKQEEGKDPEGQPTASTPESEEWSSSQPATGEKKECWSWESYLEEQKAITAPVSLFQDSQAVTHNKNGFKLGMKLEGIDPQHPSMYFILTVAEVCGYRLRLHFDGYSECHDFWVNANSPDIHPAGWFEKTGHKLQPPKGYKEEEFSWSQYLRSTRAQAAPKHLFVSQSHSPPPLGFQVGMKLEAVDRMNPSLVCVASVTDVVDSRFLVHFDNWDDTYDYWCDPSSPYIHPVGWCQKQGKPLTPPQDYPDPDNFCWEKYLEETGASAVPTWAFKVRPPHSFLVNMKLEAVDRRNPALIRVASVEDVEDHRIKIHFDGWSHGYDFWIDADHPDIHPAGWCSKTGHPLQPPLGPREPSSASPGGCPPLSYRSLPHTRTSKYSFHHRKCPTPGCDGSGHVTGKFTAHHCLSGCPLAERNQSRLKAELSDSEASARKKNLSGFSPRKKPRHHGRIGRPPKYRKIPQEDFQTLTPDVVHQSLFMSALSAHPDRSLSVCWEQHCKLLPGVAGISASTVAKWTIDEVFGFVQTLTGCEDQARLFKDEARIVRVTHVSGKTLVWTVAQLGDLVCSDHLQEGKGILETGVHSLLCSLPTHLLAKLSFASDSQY
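AlphaScreen proximity signal between nickel-chelate acceptor and streptavidin donor beads (final 10 ug/mL) reports binding of 50 nM L3MBTL1 to 75 nM biotin-H3 K9me1 peptide; complex incubated with compounds 30 min at room temperature; cefsulodin titration as control.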
Epigenetic reg: regulators of epigenetic silencing causing reporter derepression in mouse cells; murine LDR cells, GFP reporter derepression, 30 h; Potency, µM (titrated, usually from 53.9 µM), inactives show top-dose GFP activation, most hits filed as activators; hit rate 0.2% among 280,000; also: potency is read from the fitted curve at half-maximal effect; % of control where 0% means no effect; nearly all actives have a fitted effect of over 60% in size
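Murine LDR cells carrying a silenced, genomically integrated CMV-driven GFP reporter were exposed to compound for 30 hours at 37 C. After PBS washes, GFP-positive cells (20–120 um objects) were counted by laser-scanning microplate cytometry.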
HttQ103 aggreg: mutant huntingtin aggregation inhibition. PC12 HttQ103-GFP aggregates, Acumen cytometry, 40 h. Potency, µM (top dose mostly 46.1 µM), inactives show top-dose activity change, negative = inhibition, usual class: inhibitors. hit rate 1.1% among 220,000; also: potency is read from the fitted curve at half-maximal effect; % is scaled to controls: 0 for no effect and ±100 for the full control effect; nearly all actives have a fitted effect of over 60% in size
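PC12/HTTQ103-GFP, ecdysone-inducible; teb 100 nM; cpd qHTS titration; GFP aggregates read on laser cytometer, Ex 488/Em 500-530 nm.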
NPSR antagonist: blocks cAMP signaling of the human neuropeptide S receptor; Q6W5P4; CHO-NPSR cells, cAMP TR-FRET, antagonist mode; Potency, µM (series often up to 38.3 µM), for inactives: at the highest dose activity change, negative = inhibition, most hits filed as inhibitors; hit rate 1% among 220,000; AID 1461; also: potency is read from the fitted curve at half-maximal effect; % is scaled to controls: 0 for no effect and ±100 for the full control effect; nearly all actives have a fitted effect of over 50% in size; many of its hits are not listed in these tables
Luc counter: blocks Kinase-Glo luciferase, a counter-screen artifact; Q27757; Kinase-Glo luciferase, ATP luminescence, 8 min; Potency, µM (top dose mostly 38.3 µM), without a hit: at the highest dose activity change, negative = inhibition, most hits filed as inhibitors; hit rate 0.28% among 200,000; AID 1379; also: potency is read from the fitted curve at half-maximal effect; % is scaled to controls: 0 for no effect and ±100 for the full control effect; nearly all actives have a fitted effect of over 60% in size
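Kinase-Glo luciferase light output from ATP and luciferin was measured with 10 uM ATP, within the enzyme's linear range. Buffer: 50 mM imidazole pH 7.2, 50 mM KCl, 7 mM MgCl2, 0.01% Tween 20, 0.05% BSA; luminescence read after 8 min at ambient temperature.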
Numbers without * were called inactive; u = inconclusive; x = not tested or not shown; [ ] = dose if it differs, or a comment. Calls follow the shape of the dose curve; as a rule, active = well fitted curve in the direction sought with a large enough effect; inconclusive = small, poorly fitted or top-dose-only effect, or another doubt; inactive = no such curve, though single readings can be large; an effect the other way counts as inactive or inconclusive. Only part of the results is shown. The share of hits here may be higher or lower than overall.

The line under a structure holds: L3MBTL1 block | CBFb RUNX1 block | HttQ103 aggreg | IMPase Li cell | Epigenetic reg | Luc counter | NPSR antagonist
> COc1cc(NC(=O)c2cccc(Cl)c2)c(OC)cc1NC(=O)CN1CCOCC1
    -5% | -8% | -10% | -4%[38.3 µM] | -0.2% | -2% | -10%[46.1 µM]
> COCCNC(=O)CC(c1ccccc1)c1ccccc1
    x | 3% | 4% | 27%[38.3 µM] | 0.7% | 17% | -3%[46.1 µM]
> O=C(CC(NCCc1ccccc1)C(=O)O)Nc1ccc(O)cc1 (stereo unspecified)
    x | 9% | 1% | 11%[38.3 µM] | 0.0% | 20% | 9%[46.1 µM]
> O=C(NCc1nnc(SCC(=O)N2CCc3ccccc32)o1)c1cccs1
    x | 5% | 0% | -5% | -1.2% | 1% | 2%
> O=C(O)c1ccccc1C(=O)c1ccc(N2CCCC2)c([N+](=O)[O-])c1
    10% | -5% | 22% | 2% | -4.5% | 3% | 0%
> Cc1ccccc1NC(=O)c1ccccn1
    7% | 1% | -6%[9.22 µM] | x | -0.8% | x | -10%
> O=C1CC(N2CCN(Cc3ccccc3)CC2)C(=O)N1c1ccc2c(c1)OCCO2 (stereo unspecified)
    x | 0% | -4% | 41%[activator][38.3 µM] | 0.0% | 4% | 7%[46.1 µM]
> Cc1c(O)c2c3c(cccc3c1O)C(=O)N(c1ccccc1)C2=O
    5% | 7% | 20µM* | -21% | u | 1% | -29%
> O=C(CSc1nnc(-c2cccs2)o1)NCc1ccco1
    -8% | -2% | 7% | -11% | -0.1% | 8% | 11%
> CCc1ccccc1N1C[C@@]23C=C[C@@H](O2)C(C(=O)OCC(C)C)[C@H]3C1=O (stereo partly specified)
    4% | -2% | -7% | -5%[38.3 µM] | -3.1% | 0% | -5%[46.1 µM]
> COc1ccccc1NC(=O)CSc1nnc(Cn2cnc3ccccc32)n1C
    x | 4% | -9% | -5%[38.3 µM] | 0.0% | -1% | -9%[46.1 µM]
> CCOC(=O)C1=C(C)NC(c2ccccc2)=C(C(=O)OCc2ccc([N+](=O)[O-])cc2)[C@@H]1C#Cc1ccccc1
    x | 0%[21.7 µM] | x | -5% | 1.4% | -2% | x
> CCOCCCNC(=O)C1CCN(S(=O)(=O)c2ccc(C)cc2)CC1
    1% | 0% | -6% | 2% | 1.0% | 2% | 6%[46.1 µM]
> O=C(NC(Cc1ccccc1)C(=O)O)c1ccco1 (stereo unspecified)
    2% | 6% | 4%[9.22 µM] | 5% | -4.2% | -2% | -14%
> N#CCCn1cc(C(=O)N2CCOCC2)c(-c2ccc3c(c2)OCCO3)n1
    x | 3% | u | -3% | 0.0% | 2% | 18%

Exported with each value named: entries from further up
> CCc1ccccc1N1C[C@@]23C=C[C@@H](O2)C(C(=O)OCC(C)C)[C@H]3C1=O (stereo partly specified)
  L3MBTL1 block: 4% | CBFb RUNX1 block: -2% | HttQ103 aggreg: -7% | IMPase Li cell: -5%[38.3 µM] | Epigenetic reg: -3.1% | Luc counter: 0% | NPSR antagonist: -5%[46.1 µM]

> COc1ccccc1NC(=O)CSc1nnc(Cn2cnc3ccccc32)n1C
  L3MBTL1 block: x | CBFb RUNX1 block: 4% | HttQ103 aggreg: -9% | IMPase Li cell: -5%[38.3 µM] | Epigenetic reg: 0.0% | Luc counter: -1% | NPSR antagonist: -9%[46.1 µM]

(cont.)
The line under a structure holds: L3MBTL1 block | CBFb RUNX1 block | HttQ103 aggreg | IMPase Li cell | Epigenetic reg | Luc counter | NPSR antagonist
> CN(C)CCNC(=O)Cc1ncc(C(F)(F)F)cc1Cl
    -15% | -14% | -7% | -2% | -1.4% | -3% | 7%
> COc1ccc(N2CCN(C(=O)c3cc4c(-c5ccc(Cl)cc5)nn(C)c4s3)CC2)cc1
    x | -1% | 9% | 11%[38.3 µM] | -0.2% | -3% | -16%[46.1 µM]
> O=C(c1ccccc1)c1nn(-c2cccc(Cl)c2)c2nc(-c3ccccc3)cc(=O)n12
    -2% | 2% | 24% | 1%[38.3 µM] | 0.9% | 0% | -2%[46.1 µM]
> O=C(NC1CCCCC1)C(c1ccncc1)N(C(=O)Cc1cccs1)c1ccccc1 (stereo unspecified)
    6% | 0% | -8%[9.22 µM] | 11% | 2.1% | -3% | -2%
> Cc1nnsc1C(=O)NNS(=O)(=O)c1ccccc1
    3% | 4% | 4% | -2%[38.3 µM] | -1.1% | -5% | -2%[46.1 µM]
> O=C1N(Cc2cccc(Cl)c2)C[C@@H]2C[C@@H](c3ccco3)N3CCC[C@@]123
    -4% | 6% | 8%[9.22 µM] | 17% | 0.0% | 1% | 24%
> CN(C)c1nc(N)nc(-c2cccnc2)n1
    -1% | 3% | -6%[9.22 µM] | -4%[38.3 µM] | 3.2% | -1% | u
> CC(C)CCNC(=O)CCS(=O)(=O)c1cccc2nonc12
    x | -5% | -9% | 34%[activator][38.3 µM] | -1.0% | 9% | 11%[46.1 µM]
> Cc1c(Cl)ccc2c1NC(=O)[C@]21[C@@H]2C(=O)N(Cc3ccccc3)C(=O)[C@@H]2[C@@H]2CCCN21
    -22% | 3% | -32% | 7%[38.3 µM] | 2.5% | 3% | -18%[46.1 µM]
> CCOc1ccccc1NC(=O)CSc1nnc(-c2ccco2)n1Cc1ccco1
    -2% | -2% | -14% | 18%[38.3 µM] | -1.6% | 0% | -33%[46.1 µM]
> CC1CC(C)CN(c2ccc([N+](=O)[O-])cc2-c2nn[nH]n2)C1 (stereo unspecified)
    -4% | 2% | -3% | -2% | 3.2% | 3% | -23%
> CC(C)C(=O)Nc1cccc(C(=O)NCc2ccc3c(c2)OCO3)c1
    3% | -4% | 8% | 5% | -1.0% | 2% | -1%
> COc1ccc(/C=C2\SC(=S)N(c3cccnc3)C2=O)cc1
    x | 24% | -8%[9.22 µM] | x | -0.6% | x | 0%
> O=C(CCn1nnc2ccccc2c1=O)N[C@@H](Cc1ccccc1)C(=O)O
    4% | 2% | 4% | -1%[38.3 µM] | 0.8% | 1% | 4%[46.1 µM]
> Cc1cc(C(=O)COc2cccnc2[N+](=O)[O-])c(C)n1Cc1ccco1
    -20% | -12% | 30% | 7% | -2.6% | 0% | 4%

The results go on.
The line under a structure holds: L3MBTL1 block | CBFb RUNX1 block | HttQ103 aggreg | IMPase Li cell | Epigenetic reg | Luc counter | NPSR antagonist
> O=C(Cn1nnc2ccccc2c1=O)NCC1CCC(C(=O)O)CC1 (stereo unspecified)
    10% | 11% | 9%[9.22 µM] | x | 0.0% | x | 13%
> CCc1nnc(NC(=O)CSc2nc3ccccc3c(=O)n2CCCOC)s1
    -1% | 10% | -22% | u | 0.3% | 3% | 5%[46.1 µM]
> Cn1nnnc1Sc1ncnc2scc(-c3ccccc3)c12
    x | -8% | x | -4%[38.3 µM] | 0.0% | -7% | 2%[46.1 µM]
> O=C(NC1CCN(C(=O)N2c3ccccc3Sc3ccccc32)CC1)c1ccccc1F
    -13% | -23% | -21% | 4%[38.3 µM] | 4.8% | -4% | u
> Cc1nc(=O)cc(-c2ccccc2)n1-c1ccccc1
    6% | 0% | -11% | -4%[38.3 µM] | -0.9% | 15% | -20%[46.1 µM]
> Cn1cnnc1SCC(=O)N1CCc2ccccc21
    x | 3% | 9% | 26%[38.3 µM] | 1.4% | -7% | 2%[46.1 µM]
> COc1cccc2cc(C(=O)N3CCN(C45CC6CC(CC(C6)C4)C5)CC3)c(=O)oc12
    10% | 3% | 1% | 29%[38.3 µM] | -0.8% | -1% | -14%[46.1 µM]
> Cc1cccc(N(C2C=CS(=O)(=O)C2)S(=O)(=O)c2ccccc2)c1 (stereo unspecified)
    3% | 1% | -2% | 22%[38.3 µM] | -1.1% | 0% | -2%[46.1 µM]
> Cc1nc(N2CCN(Cc3ccc4c(c3)OCO4)CC2)nc2c1C(=O)CC(c1ccco1)C2 (stereo unspecified)
    -10% | -7% | u | 7%[38.3 µM] | -0.7% | 2% | u
> O=C(Nc1ccc(N2CCOCC2)cc1)c1cccc(S(=O)(=O)N2CCCC2)c1
    x | -2% | -10% | 29%[38.3 µM] | 1.4% | 4% | -12%[46.1 µM]
> COCCCNC(=O)c1cc(=O)n(Cc2ccc(Cl)cc2)c2ccccc12
    -28% | u | -6% | -5% | -1.2% | -2% | 9%
> Cc1ccnc(NC2CCCCC2)c1
    u | 21% | -10% | 26% | 1.4% | -4% | 6%
> Cc1ccc(/C=C/C(=O)OC(C)C(=O)Nc2ccc(Cl)cn2)o1 (stereo unspecified)
    6% | 0% | 17% | 6% | -3.0% | -1% | -33%
> Cc1ccc(-c2nc3ccccc3s2)cc1NC(=S)NC(=O)c1ccccc1
    -1% | -2% | 16% | u | 1.9% | -9% | 3%[46.1 µM]
> Cc1cnc(NC(=O)CCNC(=O)c2ccc([N+](=O)[O-])cc2)s1
    1%[11.4 µM] | 1% | 13% | -2% | 3.5% | 0% | 8%

Next part; the last two above are carried over.
The line under a structure holds: L3MBTL1 block | CBFb RUNX1 block | HttQ103 aggreg | IMPase Li cell | Epigenetic reg | Luc counter | NPSR antagonist
> Cc1ccc(-c2nc3ccccc3s2)cc1NC(=S)NC(=O)c1ccccc1
    -1% | -2% | 16% | u | 1.9% | -9% | 3%[46.1 µM]
> Cc1cnc(NC(=O)CCNC(=O)c2ccc([N+](=O)[O-])cc2)s1
    1%[11.4 µM] | 1% | 13% | -2% | 3.5% | 0% | 8%
> Cc1nc(Cl)c(C(=O)Nc2cccc(F)c2)c(C)c1Cl
    x | 3% | 6% | 1% | 5.8% | -3% | -15%
> O=C(COC(=O)c1cc(NS(=O)(=O)c2cccs2)ccc1O)Nc1ccc(F)c(F)c1F
    -3% | -12% | -10% | 0% | 3.2% | 0% | -11%
> Cc1ccc(-n2nc3c(c2NC(=O)c2ccc4c(c2)OCO4)CSC3)c(C)c1
    3% | 17% | 2% | 2% | 0.0% | 1% | 6%[46.1 µM]
> Cc1onc(-c2ccccc2Cl)c1C(=O)NC(=S)NCC(=O)c1ccccc1
    6% | -1% | -4%[9.22 µM] | 10µM* | 0.0% | 2% | u
> Cc1ccccc1NCCNc1ccccc1C
    x | -14% | x | -8%[38.3 µM] | -2.0% | -4% | -6%[46.1 µM]
> CCN(CC)CCn1c2ccccc2c2nc3ccc([N+](=O)[O-])cc3cc21
    -1% | 14% | -10%[9.22 µM] | x | 0.1% | x | -30%
> NC(=O)C1CCCN(CCc2ccccc2)C1 (stereo unspecified)
    5% | 2% | 6% | 6%[38.3 µM] | -1.1% | 0% | 5%[46.1 µM]
> COc1ccc(CN(C2CCCC2)S(=O)(=O)c2ccc(-n3cnnn3)cc2)cc1
    x | 4% | -15% | 11%[38.3 µM] | -0.7% | 11% | -26%[46.1 µM]

Source: PubChem BioAssay
